Screening results as filed in PubChem.
Exocytosis inh = blocks lytic granule exocytosis. TALL-104 LAMP-1 surface exposure, flow cytometry; cells stimulated with thapsigargin and PMA. inhibition, % at 10 µM. hit rate 0.66% among 360,000;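 active = inhibition above about 55%, limit read from the data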
ABHD5-PLIN5 inh = inhibitors of human ABHD5-perilipin-5 interaction. Q00G26+Q8WTS1. Split G. princeps luciferase complementation, luminescence, 4 h. inhibition, % at 4 µM. hit rate 0.78% among 360,000. AID 602281;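 active = inhibition above the mean inhibition across every tested compound plus 3 SD, cut at about 22% in these data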;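 also: 0% = DMSO only wells and the 100% control is not disclosed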
Target sequence (Q00G26 whole entry, looked up): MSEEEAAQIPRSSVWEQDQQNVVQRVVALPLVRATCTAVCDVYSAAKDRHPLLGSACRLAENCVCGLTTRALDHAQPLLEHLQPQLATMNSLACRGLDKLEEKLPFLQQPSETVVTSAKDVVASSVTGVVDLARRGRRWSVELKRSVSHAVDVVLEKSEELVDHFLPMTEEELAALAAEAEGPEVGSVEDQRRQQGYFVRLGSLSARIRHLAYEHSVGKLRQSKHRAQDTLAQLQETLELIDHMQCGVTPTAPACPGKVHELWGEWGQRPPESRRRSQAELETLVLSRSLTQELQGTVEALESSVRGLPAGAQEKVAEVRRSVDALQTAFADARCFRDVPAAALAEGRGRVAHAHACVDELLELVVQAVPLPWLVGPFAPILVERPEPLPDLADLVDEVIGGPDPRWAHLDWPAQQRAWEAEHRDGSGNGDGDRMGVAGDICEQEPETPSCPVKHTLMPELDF
Target sequence (Q8WTS1 whole entry, looked up): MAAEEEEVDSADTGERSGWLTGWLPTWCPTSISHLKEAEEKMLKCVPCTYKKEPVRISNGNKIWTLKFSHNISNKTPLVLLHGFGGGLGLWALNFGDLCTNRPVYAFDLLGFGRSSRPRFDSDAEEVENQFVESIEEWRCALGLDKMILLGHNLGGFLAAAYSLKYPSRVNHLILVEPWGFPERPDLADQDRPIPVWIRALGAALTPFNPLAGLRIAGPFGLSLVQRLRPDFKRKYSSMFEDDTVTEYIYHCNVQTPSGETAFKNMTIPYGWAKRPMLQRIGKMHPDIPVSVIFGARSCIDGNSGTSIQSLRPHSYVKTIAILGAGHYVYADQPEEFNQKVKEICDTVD
Vif imaging = inhibitors of HIV Vif | hit rate 0.35% among 340,000 | HEK293T cells, Vif self-association by quenched fluorescence, imaging, 24 h | inhibition, % at 7.49 µM; in the data active = inhibition above about 50%, passing the limit was not always enough; also: some results filed as inactive read as strong as hits
Glyco luc inh = blocks N-linked glycosylation in D54 reporter cells; D54 ERlucT glycosylation luciferase reporter, 24 h; percent of 100 nM tunicamycin response; reporter increase, % at 12.5 µM; hit rate 0.23% among 360,000; AID 588692;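 active = mean luciferase reporter signal, scaled so untreated is 0 and the glycosylation-blocking control 100, at or above a set limit in every replicate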;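 also: luciferase carries N-glycosylation sites so blocking glycosylation raises the light; 0% = median of neutral control wells and 100% = median of 100 nM tunicamycin wells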
NOD2 RIPK2 PPI = blocks binding of human NOD2 to RIPK2 | O43353 | CHO BLA complementation NOD2-RIPK2, CCF4 ratio | inhibition, % at 4.98 µM | hit rate 0.38% among 360,000; in the data active = inhibition above about 21%;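 also: 0% = vehicle only and 100% = reference blocker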
aDG glyco act = increases alpha dystroglycan glycosylation; activation, % at 10 µM; Pro5-aDG cells, alpha-DG glycosylation AlphaScreen (IIH6); 0% Pro5, 100% B10-LARGE cell signal; hit rate 0.22% among 360,000; AID 624168;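 active = activation of at least 8% versus controls, or a plate z-score of at least 8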;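 also: Pro5 are CHO cells carrying HIG-tagged alpha-DG that lacks glycosylation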
MC4R antagonist = human MC4R antagonism in cAMP assay; P32245; inhibition, % at 6.5 µM; hit rate 0.48% among 360,000; AID 540295; MC4R-expressing cells, MTII-stimulated cAMP, LANCE TR-FRET;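 active = inhibition above its plate's cutoff, the mean of tested wells on that plate plus 3 SD, cut at about 29% in these data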;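 also: 0% = Melanotan II alone and 100% = Melanotan II plus saturating MCL0020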
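Assay system: U2OS cells stably expressing human melanocortin 4 receptor (MC4R) / Dosing: 6.5 µM / Timing: compound 30 min, challenge 1 h, detection 1 h / Measured by: Eu-cAMP/anti-cAMP TR-FRET, emission 671 nm / Replicates: singlicate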
ABCB6 inh 2 = blocks the human ABCB6 transporter; fluorescence ratio to DMSO, % at 10 µM; K562-ABCB6 porphyrin accumulation, flow cytometry, 1 h; active compounds read low; hit rate 0.19% among 360,000; Q9NP58;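 active = fluorescence ratio to DMSO below 75%, the collection mean minus 3 SD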;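 also: signal is porphyrin accumulated inside mitochondria; 100% equals median channel fluorescence of DMSO control wells; lower ratio means ABCB6 inhibition with less porphyrin fluorescence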
TLR9-MyD88 block = blocks human TLR9 binding to MyD88; Q9NR96+Q99836; CHO BLA complementation TLR9-MyD88, CCF4 FRET ratio; inhibition, % at 4.98 µM; hit rate 0.21% among 340,000; AID 504734;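 active = inhibition above the mean over all tested compounds plus 3 SD, cut at about 21% in these data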;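 also: 0% = DMSO only wells and 100% = clavulanate BLA inhibitor control wells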
MC4R barr agon = activates human MC4R beta-arrestin recruitment | hit rate 0.98% among 360,000 | U2OS MC4R beta-arrestin complementation, luminescence; percent of melanotan II response, DMSO zero | activation, % at 8.9 µM;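 active = activation above a per-plate cutoff, the mean activation of sample wells on that plate plus 3 SD, cut at about 8% in these data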
* marks the source's active call; other numbers are inactive results; . = not tested or not shown. This is a subset. The share of hits here may be higher or lower than overall.

Exocytosis inh,ABHD5-PLIN5 inh,Vif imaging,Glyco luc inh,NOD2 RIPK2 PPI,aDG glyco act,MC4R antagonist,ABCB6 inh 2,TLR9-MyD88 block,MC4R barr agon,compound
8.3,-1.0,5.2,1.4,0.5,0.0,2.6,102.0,-1.8,2.9,Nc1ccc(C(=O)NCc2ccccc2)cc1
5.9,3.4,.,0.7,-6.4,0.4,11.7,98.0,-3.3,1.8,COc1cc(Cl)cc(C2NC(=O)NC(C)=C2C(=O)NCc2ccccc2)c1O (configuration not stated)
-1.0,-1.4,2.3,-0.2,-11.8,0.2,-31.8,96.0,1.0,0.9,O=c1[nH]c(-[n+]2ccccc2)c(/C=N/N=C(\[O-])c2ccccc2)s1
2.4,-6.0,1.5,1.1,0.2,-0.1,30.7*,103.0,-0.8,1.7,Cc1noc(C)c1COC(=O)/C=C/c1ccc(Cl)cc1
0.9,12.9,-4.2,4.1,-7.0,0.0,1.7,98.0,-2.9,-0.3,COc1cc(NC(=O)CN2C(=O)NC(CC(C)C)C2=O)cc(OC)c1OC (configuration not stated)
0.7,1.4,-4.8,1.3,-1.7,-0.1,-3.5,93.0,-11.4,0.1,O=c1c2cc3c(nc2[nH]c(=S)n1-c1ccccc1)CCCC3
-0.3,0.6,.,.,10.3,0.1,1.4,99.0,2.5,-2.5,O=C(NC(=S)Nc1ccc(Cl)cc1Cl)C1CC1
-3.3,-0.7,-0.8,-0.1,5.1,0.1,4.3,95.0,3.1,-2.2,CN(CC(=O)Nc1ccccc1Br)C(=O)c1sccc1-c1ccccc1
16.9,-20.7,-0.1,-4.1,-4.7,0.2,10.2,104.0,-3.3,-0.8,CC(C)c1ccc(NC(=O)C2CCN(S(=O)(=O)c3ccc4c(c3)NC(=O)CO4)CC2)cc1
-1.1,-0.8,.,1.2,-9.9,0.3,11.1,101.0,4.1,2.7,Cc1noc(C)c1CSc1ccccc1C(=O)Nc1nccs1
-7.6,3.8,-7.3,-0.4,-5.2,-0.1,1.3,93.0,3.4,-3.4,CCN(CC(=O)Nc1c(F)cccc1F)C(=O)c1cccn1C
5.1,-4.4,6.2,0.5,0.6,-0.1,15.3,103.0,-15.5,-0.8,CC(=O)Nc1ccc(SC(C)C(=O)NC2CCCC2)cc1 (configuration not stated)
4.0,8.0,-4.2,-1.8,-8.1,0.0,-0.2,94.0,-5.9,1.3,S=C(NCc1ccco1)Nc1ccccc1Cl
-0.1,4.5,5.8,1.2,-2.8,0.4,-2.6,93.0,-10.1,-1.9,O=C1CC(SCCc2nc3ccccc3[nH]2)C(=O)N1c1ccc(Cl)cc1 (configuration not stated)
-2.4,2.9,-5.0,1.0,-5.4,0.1,2.9,101.0,-5.3,-4.0,O=C(NCc1ccccn1)Nc1cccc([N+](=O)[O-])c1
-1.2,4.8,-9.1,-2.4,0.2,0.8,5.5,100.0,-18.1,2.2,COC(=O)c1ccccc1NC(=O)C1CCCN(S(=O)(=O)c2ccc(F)cc2)C1 (configuration not stated)
26.5,10.0,-2.2,6.1,-16.1,1.1,-1.3,99.0,.,-2.9,Cc1nn2c(NCCN(C)C)c3c(nc2c1-c1ccccc1)CCCC3
2.4,2.8,11.5,-1.1,0.6,0.0,-2.3,101.0,3.4,-0.3,O=C(NCCCO)/C(=C\c1ccco1)NC(=O)c1ccco1
-3.5,0.3,26.8,1.1,1.6,-0.3,7.0,98.0,1.0,-0.2,O=C(CNC(=O)c1ccc(Br)o1)NNC(=O)c1cccc(Cl)c1
0.1,1.5,-2.0,0.2,-8.6,0.4,1.5,103.0,7.8,0.7,Cc1ccc(-n2nnnc2CN2CCCCC2)cc1
23.2,-4.9,5.5,0.7,-2.0,0.0,6.4,102.0,-5.3,-1.7,O=C(c1cccs1)N1C[C@@H](O)[C@H](n2cc(C3CC3)nn2)C[C@@H]1c1ccccc1
0.3,1.7,-3.5,0.5,-9.5,0.3,6.6,116.0,-3.4,-1.7,Cc1ccc(S(=O)(=O)N2CN(CC3CCCO3)c3nc4ccccc4nc32)cc1 (configuration not stated)
-6.5,-5.7,0.6,-0.3,0.8,0.1,-2.1,101.0,-2.4,-1.5,CC(OC(=O)c1cccc(-n2cnnn2)c1)C(=O)NC1(C#N)CCCCC1 (configuration not stated)
-1.8,0.9,21.1,2.4,-2.4,-0.3,-0.5,103.0,.,-2.1,CS(=O)(=O)Nc1ccccc1-c1ccc2nccn2c1
-4.0,10.2,-12.0,-0.5,-19.5,0.4,4.5,98.0,12.4,-0.8,CCNC(=O)NC(=O)C(C)OC(=O)C1CCN(S(=O)(=O)c2ccccc2F)CC1 (configuration not stated)
-0.3,-3.5,4.2,1.7,2.2,0.0,-2.0,92.0,5.7,0.1,O=C(O)CC(SCC(=O)NC1CCCc2ccccc21)C(=O)O (configuration not stated)
-3.1,-5.3,1.0,-2.0,-12.5,1.1,5.6,99.0,-8.1,2.1,CCOC(=O)c1ccc(NC(=O)c2nc[nH]c2C(=O)N2CCN(c3ccccc3)CC2)cc1
-0.1,0.2,-6.0,4.6,2.6,0.2,5.4,96.0,-7.9,-1.3,COc1ccc(Oc2ccc(/C=N/NC(=O)c3cccnc3)cc2[N+](=O)[O-])cc1
-2.2,5.5,-9.4,-1.0,-7.3,-0.2,2.2,105.0,0.9,-1.9,CC(=O)Cn1c(C(F)(F)F)nc2ccccc21
-0.4,-2.1,0.5,0.9,6.5,-0.1,3.7,101.0,1.5,-1.0,O=C(CCCCC(=O)NCc1cccs1)NCc1cccs1
-0.1,-3.0,5.7,-0.4,-6.1,0.0,-7.2,85.0,-3.3,0.9,Brc1cccc(-c2n[nH]c(-c3ccccc3)n2)c1
-2.8,20.5,-2.6,0.6,5.6,0.2,3.6,97.0,3.8,-1.0,COc1ccc(C(=O)CC(Sc2ccccc2N)c2ccc(OC)cc2)cc1 (configuration not stated)
-3.2,11.1,3.7,2.2,1.2,0.0,4.9,97.0,-3.7,0.0,CCN1CCN(c2nc3c(c(=O)[nH]c(=O)n3C)n2Cc2ccccc2F)CC1
-0.4,3.1,1.3,2.0,-3.1,-0.1,4.9,97.0,-5.8,-1.4,CCN1C(=O)C(c2ccc(O)cc2)(c2ccc(O)cc2)c2ccccc21
0.5,-0.8,0.9,2.2,7.7,-0.2,-0.9,99.0,0.5,3.4,CCOc1ccc(CNS(=O)(=O)c2c(C(=O)N3CCCC3)c(C)n(C)c2C)cc1OC
-1.2,2.2,11.6,0.9,-1.8,0.1,2.3,100.0,-0.1,-1.7,CC[C@@]1(C(=O)OC)N[C@H](CN(C)C(=O)Nc2ccc(OC)cc2)[C@@H]2C(=O)N(C)C(=O)[C@@H]21
-4.5,4.3,3.0,-0.7,-7.2,0.0,16.0,100.0,-0.9,0.4,Cc1ccc(NC(=O)CCC(=O)N/N=C/c2ccccc2O)cc1
15.7,7.5,-3.5,0.0,-1.6,0.0,1.6,102.0,10.9,1.4,CN(C)CCCN(C(=O)c1ccc(S(=O)(=O)N2CCc3ccccc3C2)cc1)c1nc2c(F)cccc2s1
-2.5,-0.7,-3.0,0.8,8.1,0.0,5.2,93.0,4.2,-1.1,Cc1ccc(C(=O)CSc2ncnc3sc4c(c23)CCC(C)C4)cc1 (configuration not stated)
-0.8,15.7,3.8,-3.7,-7.0,-0.1,15.7,95.0,2.9,-0.2,COc1ccc(/C=N/N=C2/SCC(=O)N2Cc2ccccc2)cc1
0.3,-7.3,-2.7,-5.8,-11.5,0.0,11.4,100.0,-6.5,-1.7,O=c1c(/C=N\NS(=O)(=O)c2ccccc2)coc2ccc(Cl)cc12
-0.3,-0.3,5.4,-1.5,-0.7,-0.2,-2.0,101.0,-7.4,-2.7,COc1c(C(=O)N2CCCC2)ccc2ccccc12
-1.1,-0.9,8.7,1.0,-5.8,-0.3,2.7,101.0,-0.2,-0.2,Cc1cc(OCC#N)nc(N)n1
-8.8,5.1,-26.0,0.9,-9.3,0.1,-0.1,102.0,-13.0,0.8,CC(C)Cc1nnc(NC(=O)C2CCCC2)s1
4.2,-9.5,-2.6,1.8,2.2,0.2,12.3,100.0,-7.6,2.1,C[C@H](CO)N1C[C@H](C)[C@@H](CN(C)S(=O)(=O)c2cn(C)cn2)Oc2ncc(Br)cc2C1=O
-1.5,-2.1,-5.6,0.0,1.2,-0.1,-4.5,98.0,5.7,-2.4,CCN(CC)CCn1c(C)nc2ccccc21
1.4,-1.7,3.0,-1.1,0.7,-0.2,2.9,93.0,-1.8,-2.0,CCCCNC(=O)c1ccc(CS(=O)(=O)c2ccc(C)cc2)o1
1.5,4.0,-9.4,-0.2,-1.6,0.1,1.6,91.0,-11.0,-1.6,CC(C)(C)NC(=O)C(c1ccc(F)cc1)N(C(=O)CCC(=O)Nc1ccccn1)C1CCCC1 (configuration not stated)
45.4,-6.9,41.4,2.0,3.7,-0.2,3.8,109.0,4.1,-0.3,O=C(Nn1c(O)c(C=C2N=c3ccccc3=N2)sc1=S)c1ccc(Cl)cc1
-9.3,7.4,2.1,0.8,1.9,-0.1,-0.8,96.0,5.5,1.5,CC(=O)N1c2ccc(S(=O)(=O)NCCC(=O)Nc3ccccc3C)cc2CC1C (configuration not stated)

Full records, looked up by structure. Order of values: Exocytosis inh | ABHD5-PLIN5 inh | Vif imaging | Glyco luc inh | NOD2 RIPK2 PPI | aDG glyco act | MC4R antagonist | ABCB6 inh 2 | TLR9-MyD88 block | MC4R barr agon
Cc1cc(OCC#N)nc(N)n1 reads -1.1 | -0.9 | 8.7 | 1.0 | -5.8 | -0.3 | 2.7 | 101.0 | -0.2 | -0.2
CCN(CC)CCn1c(C)nc2ccccc21 reads -1.5 | -2.1 | -5.6 | 0.0 | 1.2 | -0.1 | -4.5 | 98.0 | 5.7 | -2.4
